GalR3 antagonist – blocks the human galanin receptor 3 | O60755 | HEK293 GalR3-CNG cAMP membrane potential fluorescence; galR3 body fused to GalR1 C-terminus | inhibition, % at 3 µM | 360,000 tested, 0.44% active | AID 651719;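 active = inhibition above the screen-wide average plus 3 SD, cut at about 13% in these data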;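 note: forskolin and galanin both at EC90 stimulate the cells; cAMP rise reported by CNG channel membrane potential dye signal; 0% = forskolin plus galanin with DMSO and 100% = forskolin alone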
OXTR ag – agonists of human oxytocin receptor; AID 2435; P30559; activation, % at 3 µM; CHO-OTR cells, Fluo-8 calcium fluorescence; normalized: DMSO 0%, oxytocin 100%; 320,000 tested, 0.32% active;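 active = activation above the mean of all tested compounds plus 3 SD, cutoff set per screening run, cut at about 20% in these data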;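 note: peak over basal fluorescence ratio from a 100 s FLIPR kinetic read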
Target sequence (P30559 whole entry, looked up): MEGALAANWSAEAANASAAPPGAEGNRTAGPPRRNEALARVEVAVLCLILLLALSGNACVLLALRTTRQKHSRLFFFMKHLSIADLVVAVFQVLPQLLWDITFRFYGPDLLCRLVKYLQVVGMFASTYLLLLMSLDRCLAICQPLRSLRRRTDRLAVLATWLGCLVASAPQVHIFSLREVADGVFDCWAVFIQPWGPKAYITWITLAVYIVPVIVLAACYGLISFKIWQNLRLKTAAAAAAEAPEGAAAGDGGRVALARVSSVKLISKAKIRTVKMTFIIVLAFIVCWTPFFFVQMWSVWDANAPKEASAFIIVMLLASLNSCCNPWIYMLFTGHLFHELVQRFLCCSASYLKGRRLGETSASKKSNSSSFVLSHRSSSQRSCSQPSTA
GPR7 antagonist – blocks human GPR7 receptor signaling; P48145; GPR7-expressing cells, fluorescence antagonist assay; inhibition, % at 4.4 µM; 290,000 tested, 1.1% active; in the data active = inhibition above about 16%, passing the limit was not always enough;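 note: cells stimulated with the agonist NPW; 0% = agonist with vehicle and 100% = vehicle without agonist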
V1aR counter – activates human V1a receptor in oxytocin agonist counter-screen; CHO-V1R cells, Fluo-8 calcium fluorescence, agonist mode; 0% DMSO, 100% 3 nM vasopressin; P37288; activation, % at 3 µM; 320,000 tested, 0.25% active;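 active = activation above the mean activation of all tested compounds plus 3 SD, per screening run, cut at about 20% in these data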;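 note: signal is peak over basal fluorescence ratio across a 100 second FLIPR read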
Target sequence (P37288 whole entry, looked up): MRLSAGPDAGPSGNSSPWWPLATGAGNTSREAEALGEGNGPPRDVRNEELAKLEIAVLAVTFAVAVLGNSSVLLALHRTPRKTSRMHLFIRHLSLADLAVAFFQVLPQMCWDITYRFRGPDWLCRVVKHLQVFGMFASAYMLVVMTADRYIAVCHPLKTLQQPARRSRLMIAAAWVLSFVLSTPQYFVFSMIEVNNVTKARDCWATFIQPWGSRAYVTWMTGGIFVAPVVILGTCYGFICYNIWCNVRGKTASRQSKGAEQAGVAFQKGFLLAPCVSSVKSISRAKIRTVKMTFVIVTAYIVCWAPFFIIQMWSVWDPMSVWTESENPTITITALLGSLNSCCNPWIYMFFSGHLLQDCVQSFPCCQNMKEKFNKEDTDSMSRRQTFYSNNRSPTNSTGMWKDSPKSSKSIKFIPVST
IMP-1 inh – inhibitors of Pseudomonas aeruginosa IMP-1 metallo-beta-lactamase; purified IMP-1, nitrocefin hydrolysis, epi-absorbance fluorescence; inhibition, % at 5.6 µM; 290,000 tested, 0.45% active;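 active = inhibition above the mean plus 3 SD of all compounds in the same screening run, cut at about 4.5% in these data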;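 note: 0% = IMP-1 with DMSO and 100% = DMSO wells lacking enzyme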
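Test system: recombinant IMP-1 enzyme, purified / Medium: HEPES buffer pH 7.1 with ZnSO4 and Brij 35 / Doses: single dose, 5.6 µM / Times: 25 °C, 15 min preincubation, 25 min reaction / Detection: Epi-absorbance via hydrolysed-nitrocefin quenching of white-plate fluorescence, 480/530 nm, EDTA stop / Evaluation: percent inhibition from optical density relative to buffer-blank wells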
PHOSPHO1 inh – PHOSPHO1 (human) inhibition | 290,000 tested, 1.1% active | inhibition, % at 13.3 µM | AID 1565 | Q8TCT1 | recombinant PHOSPHO1, absorbance phosphatase assay; in the data active = inhibition above about 60%
Target sequence (Q8TCT1 whole entry, looked up): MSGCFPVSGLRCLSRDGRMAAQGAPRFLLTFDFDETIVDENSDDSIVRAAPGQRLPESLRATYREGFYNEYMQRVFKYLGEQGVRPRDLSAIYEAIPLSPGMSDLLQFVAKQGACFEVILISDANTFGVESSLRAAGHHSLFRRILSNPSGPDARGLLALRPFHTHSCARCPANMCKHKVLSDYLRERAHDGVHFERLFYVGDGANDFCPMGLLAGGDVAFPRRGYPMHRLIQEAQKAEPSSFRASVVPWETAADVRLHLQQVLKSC
HCV NS3 hel inh – inhibitors of Hepatitis C virus NS3 helicase. NS3 helicase DNA unwinding, Cy5 molecular beacon fluorescence. inhibition, % at 10.9 µM. 290,000 tested, 0.56% active. AID 1800;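 active = inhibition above the mean of all tested compounds plus 3 SD, set per campaign, cut at about 35% in these data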;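 note: 0% = DMSO wells and 100% = thioflavine S control wells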
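Assay system: hepatitis C virus NS3 helicase domain fragment enzyme. Also added: annealed dual-labelled DNA beacon duplex, ATP-started. Timing: 1 h reaction at 25 °C, ATP-initiated. Technique: Cy5 fluorescence at 0 and 60 min, beacon hairpin quenching. Evaluation: % inhibition of unwinding. Replication: one well per compound.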
DNA FID counter – fluorescent intercalator displacement, NS3 helicase counter-screen. DNA fluorescent intercalator displacement, fluorescence. inhibition, % at 7.9 µM. 290,000 tested, 0.17% active. AID 1845; in the data active = inhibition above about 37%;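 note: 0% = vehicle and 100% = reference compound; higher means more ethidium bromide displaced from hairpin DNA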
VIM-2 inhibitor – inhibitors of Pseudomonas aeruginosa VIM-2 metallo-beta-lactamase; purified VIM-2, nitrocefin hydrolysis, epi-absorbance fluorescence; 290,000 tested, 0.89% active; AID 1527; inhibition, % at 5.6 µM;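 active = inhibition above the mean of all tested compounds plus 3 SD, cutoff set per screening run, cut at about 7.5% in these data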;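 note: red hydrolysis product quenches plate fluorescence so inhibitors raise well fluorescence; 0% = enzyme with DMSO and 100% = DMSO without enzyme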
* hit, by the source's call; x = not tested or not shown.

Values in the order – GalR3 antagonist	OXTR ag	GPR7 antagonist	V1aR counter	IMP-1 inh	PHOSPHO1 inh	HCV NS3 hel inh	DNA FID counter	VIM-2 inhibitor
- CCCOc1ccc(-c2c(C(=O)N/N=C/c3ccccc3OCC)nnn2-c2nonc2N)cc1
 : -8	-0.7	-1	0.5	-1.4	13	-23	-6	-1.9
- CCCCCC1CC(CC(=O)O)C(=O)O1 (stereo not given)
 : 3	0.2	0	0.4	-0.4	0	-2	1	-1.5
- Cc1nc(-c2ccc(O)c(O)c2)cs1
 : 0	1.9	2	0.9	-1.2	0	16	-4	-1.3
- Cn1ccsc1=NC(=O)c1cccc(C#N)c1
 : -11	0.8	-14	0.3	-0.3	37	19	-6	1.2
- CC(=O)C1=C(C)OC(N)=C(C#N)C1c1ccncc1 (stereo not given)
 : -2	1.1	8	0.7	-1.1	-14	-5	0	-0.8
- CN(C(=S)Nc1cccnc1)c1ccc(O)cc1
 : -6	0.8	-6	0.3	-1.3	6	10	-2	-1.5
- N#C/C(=C\c1ccc(-c2ccccc2C(=O)O)o1)c1nc2ccccc2[nH]1
 : -9	8.1	2	9.0	-0.5	40	23	-24	0.7
- Cc1c(C(=O)OCC(=O)N2CC(C)OC(C)C2)oc2ccc(Br)cc12 (stereo not given)
 : -3	3.1	2	4.0	0.7	-2	2	-9	-0.9
- O=C(CSc1nc2c(cnn2-c2ccccc2)c(=O)[nH]1)NC1CCS(=O)(=O)C1 (stereo not given)
 : -2	-0.3	4	-0.1	-3.4	-1	-3	-4	-1.6
- N#CC1=C(N)N(c2ccccc2)C2=C(C(=O)CCC2)C1c1ccsc1 (stereo not given)
 : -1	0.3	2	0.5	-0.6	29	9	-6	-2.2
- COC(=O)c1nonc1NCn1nnc2ccccc21
 : -3	1.7	1	0.4	-2.7	18	2	-2	-1.9
- CCOc1ccc(Br)cc1S(=O)(=O)Nc1ccc(C(=O)OCC(=O)Nc2ccc(C#N)cc2)cc1
 : 0	2.4	10	1.5	-1.9	35	-7	3	-1.8
- CC(C)CCNC(=O)c1ccc(OC2CCN(S(=O)(=O)N(C)C)CC2)cc1
 : -1	2.0	25*	3.7	-0.3	22	-5	-26	-0.1
- CC(C)(C)C1CCC(OC(=O)C[N+]2(C)CCCCC2)CC1 (stereo not given)
 : -7	0.6	2	1.4	-1.9	-20	-2	10	-2.5
- COc1cc(NC(=O)c2cnn3c(C(F)F)cc(C4CC4)nc23)c(OC)cc1Cl
 : -8	0.4	-4	0.6	-1.4	-12	4	-2	-1.1
- NC(=O)C(CCC(=O)c1ccc(Br)cc1)S(=O)(=O)c1ccccc1 (stereo not given)
 : -3	-2.1	-13	0.3	-2.0	-9	27	-4	-3.5
- CC(=O)Nc1ccc2nc(CN3CCN(CC(C)C)C(CCO)C3)ccc2c1 (stereo not given)
 : 7	2.3	-2	0.0	-2.6	37	10	2	-0.5
- CCC(NS(=O)(=O)c1ccc(OC)cc1)C(=O)NCCc1ccccc1 (stereo not given)
 : -9	-1.3	-5	-0.9	-0.8	16	-18	-9	-0.4
- O=C(c1ccc2c(c1)OCO2)N1CCN(S(=O)(=O)N2CCCCC2)CC1
 : -9	1.1	1	3.3	-4.7	-24	2	-21	-3.0
- Cc1cccc(NS(=O)(=O)c2cc(C(=O)OCC(=O)Nc3cc(C)on3)ccc2C)c1
 : -5	2.3	4	2.0	-0.3	0	-19	-11	-0.1
- CC(Sc1nnc(-c2ccco2)o1)C(=O)NCCC1=CCCCC1 (stereo not given)
 : -2	-1.8	-9	-1.7	-4.1	53	20	-29	-2.5
- c1coc(CNc2ncnc3ccccc23)c1
 : 82*	15	-3	9.7	-1.9	19	-7	2	-1.8
- COc1cccc(/C=N/NC(=O)C(=O)N/N=C/c2cccc(OC)c2O)c1O
 : -4	x	-14	x	-3.0	36	16	-4	-0.3
- Cc1csc(C(=O)NN)c1N(C)C
 : 5	-2.1	-6	-1.3	-2.9	8	4	-19	-3.5
- CC(c1nccs1)N(C)c1nc2nonc2nc1NC1CC1 (stereo not given)
 : -3	0.0	-8	-1.0	0.9	20	0	1	-1.4
- O=C(NCCNC(=O)c1ccccc1F)c1ccco1
 : -8	0.9	-13	0.2	-1.1	6	-2	-1	-2.6
- O=C(CCC(=O)c1ccc(F)cc1)Nc1cccnc1
 : -2	0.5	0	0.8	-4.4	-18	0	1	0.1
- CCOC(=O)C1(Cc2ccc(Cl)cc2)CCN(C(=O)CCc2cnccn2)CC1
 : 0	2.1	-2	3.9	0.6	46	3	-39	1.9
- CCN1C(=O)CSc2ccc(C(=O)NC3CCCCC3)cc21
 : -4	3.0	-12	1.0	-2.9	8	6	-3	-1.3
- Cc1cc(C)n(CCC(=O)N2CCN(S(=O)(=O)c3ccc(C)c(C)c3)CC2)n1
 : -10	-0.7	-5	-0.5	-3.4	6	-6	-30	-2.1

Whole records from above:
Shown for Cn1ccsc1=NC(=O)c1cccc(C#N)c1 : GalR3 antagonist: -11; OXTR ag: 0.8; GPR7 antagonist: -14; V1aR counter: 0.3; IMP-1 inh: -0.3; PHOSPHO1 inh: 37; HCV NS3 hel inh: 19; DNA FID counter: -6; VIM-2 inhibitor: 1.2
Shown for Cc1nc(-c2ccc(O)c(O)c2)cs1 : GalR3 antagonist: 0; OXTR ag: 1.9; GPR7 antagonist: 2; V1aR counter: 0.9; IMP-1 inh: -1.2; PHOSPHO1 inh: 0; HCV NS3 hel inh: 16; DNA FID counter: -4; VIM-2 inhibitor: -1.3

More records follow.
Values in the order – GalR3 antagonist	OXTR ag	GPR7 antagonist	V1aR counter	IMP-1 inh	PHOSPHO1 inh	HCV NS3 hel inh	DNA FID counter	VIM-2 inhibitor
- O=C(Nc1ccc(CN2CCS(=O)(=O)CC2)cc1)c1ccc(C(F)(F)F)cc1
 : -1	6.1	-9	6.5	-4.3	16	27	-15	-2.2
- CSc1nsc(NC(=O)Cc2ccccc2)n1
 : -3	3.9	-11	2.4	-6.3	-50	-13	0	-2.5
- COc1ccc(NC(=O)Nc2nnc(-c3cccs3)s2)cc1
 : 3	2.1	-5	1.2	-2.4	-6	2	-3	-4.1
- CCCn1c(N)c(C(=O)CSc2nc(C)cs2)c(=O)n(C)c1=O
 : -6	9.2	5	7.9	-1.2	26	-2	-15	-2.1
- O=C(NCc1ccccc1)C1CC(=O)N(c2ccc(OCC(=O)N3CCCC3)cc2)C1 (stereo not given)
 : -4	-0.2	-14	-0.2	-2.9	7	-10	-17	-1.0
- COc1ccc(C2NC(=O)CS2)cc1 (stereo not given)
 : -1	-0.8	-9	0.1	-4.9	-8	2	-4	-4.8
- CC(=O)OC1c2c(ccc3ccc(=O)oc23)OC(C)(C)C1OC(=O)CC(C)C (stereo not given)
 : -1	-1.9	-7	-1.6	-0.1	-9	-14	-30	-0.4
- COc1ccccc1CNS(=O)(=O)c1cccs1
 : -4	-0.3	0	1.1	0.2	9	10	-3	-1.0
- Cc1ccc(C(=O)NCc2nnc(SCC(=O)Nc3ccccc3)n2C)cc1
 : 0	-1.5	-8	-0.5	-1.6	-3	-3	-9	-4.2
- CCOc1ccc2nc(NC(=O)c3ccc(S(=O)(=O)N4CCOCC4)cc3)sc2c1
 : -4	0.8	4	-0.6	-1.6	16	0	-5	-2.0
- CN(c1ccccc1)S(=O)(=O)c1cccc(NC(=O)Cc2c(F)cccc2Cl)c1
 : -2	1.7	-9	5.8	-1.1	-27	1	-10	0.9
- C[C@@H](NC(=O)c1cc2c([nH]c3ccccc32)c(-c2ccccc2)n1)C(=O)O
 : -11	-0.9	-15	0.7	-2.6	28	8	-30	1.8
- COc1ccc(COc2cc(-c3cccc(OC)c3)nc3ccc(NC(=O)c4cccnc4)cc23)cc1
 : 0	1.4	-2	2.1	-5.0	-11	-4	-12	-3.7
- c1ccn2cc(C34CC5CC(CC(C5)C3)C4)nc2c1
 : -11	-3.1	-8	0.5	-1.8	28	3	2	-2.2
- Cc1ccc2[nH]c(=O)c(CN(Cc3ccc4c(c3)OCO4)Cc3nnnn3Cc3ccco3)cc2c1
 : 1	-0.7	-16	-0.6	-5.3	-1	28	-18	-1.0
- c1ccc(COc2ccc(Oc3nc(N4CCCCC4)nc(N4CCOCC4)n3)nn2)cc1
 : -7	-1.4	-6	7.8	-1.1	25	-7	-18	-2.1

Structural class, the compounds so far with four or more nitrogen atoms.
Values in the order – GalR3 antagonist	OXTR ag	GPR7 antagonist	V1aR counter	IMP-1 inh	PHOSPHO1 inh	HCV NS3 hel inh	DNA FID counter	VIM-2 inhibitor
- CCCOc1ccc(-c2c(C(=O)N/N=C/c3ccccc3OCC)nnn2-c2nonc2N)cc1
 : -8	-0.7	-1	0.5	-1.4	13	-23	-6	-1.9
- O=C(CSc1nc2c(cnn2-c2ccccc2)c(=O)[nH]1)NC1CCS(=O)(=O)C1 (stereo not given)
 : -2	-0.3	4	-0.1	-3.4	-1	-3	-4	-1.6
- COC(=O)c1nonc1NCn1nnc2ccccc21
 : -3	1.7	1	0.4	-2.7	18	2	-2	-1.9
- COc1cc(NC(=O)c2cnn3c(C(F)F)cc(C4CC4)nc23)c(OC)cc1Cl
 : -8	0.4	-4	0.6	-1.4	-12	4	-2	-1.1
- CC(=O)Nc1ccc2nc(CN3CCN(CC(C)C)C(CCO)C3)ccc2c1 (stereo not given)
 : 7	2.3	-2	0.0	-2.6	37	10	2	-0.5
- COc1cccc(/C=N/NC(=O)C(=O)N/N=C/c2cccc(OC)c2O)c1O
 : -4	x	-14	x	-3.0	36	16	-4	-0.3
- CC(c1nccs1)N(C)c1nc2nonc2nc1NC1CC1 (stereo not given)
 : -3	0.0	-8	-1.0	0.9	20	0	1	-1.4
- Cc1cc(C)n(CCC(=O)N2CCN(S(=O)(=O)c3ccc(C)c(C)c3)CC2)n1
 : -10	-0.7	-5	-0.5	-3.4	6	-6	-30	-2.1
- COc1ccc(NC(=O)Nc2nnc(-c3cccs3)s2)cc1
 : 3	2.1	-5	1.2	-2.4	-6	2	-3	-4.1
- CCCn1c(N)c(C(=O)CSc2nc(C)cs2)c(=O)n(C)c1=O
 : -6	9.2	5	7.9	-1.2	26	-2	-15	-2.1
- Cc1ccc(C(=O)NCc2nnc(SCC(=O)Nc3ccccc3)n2C)cc1
 : 0	-1.5	-8	-0.5	-1.6	-3	-3	-9	-4.2
- Cc1ccc2[nH]c(=O)c(CN(Cc3ccc4c(c3)OCO4)Cc3nnnn3Cc3ccco3)cc2c1
 : 1	-0.7	-16	-0.6	-5.3	-1	28	-18	-1.0
- c1ccc(COc2ccc(Oc3nc(N4CCCCC4)nc(N4CCOCC4)n3)nn2)cc1
 : -7	-1.4	-6	7.8	-1.1	25	-7	-18	-2.1
